Screening results as filed in PubChem.
DRD3 agonist – agonists of human D3 dopamine receptor; D3R DiscoveRx beta-arrestin cells, luminescence, 90 min; max activation, %; actives 0.58% (n = 410,000); AID 652048; in the data active means max activation above about 30%; further: 0% is about no effect; mostly tested at two doses, the higher about 12 µM
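Agonist-mode cell screen: cells plated at 1500/well and incubated overnight at 37 °C, then exposed to library compounds for 90 min at 37 °C. Detection reagent was added for 30–60 min at room temperature, and luminescence was read.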
EPAC2 agonist – EPAC2 (human) agonism; actives 0.079% (n = 360,000); Q8WZA2; Potency, µM (doses to about 154 µM), without a hit: at the highest dose activation, actives largely listed as activators; AID 720711; EPAC2 activation, biochemical qHTS; response scale: 100% = 6.5 mM cAMP response; further: potency means the concentration at half of the fitted maximal effect; nearly all actives have a fitted effect of over 50% in size
Target sequence (Q8WZA2 whole entry, looked up): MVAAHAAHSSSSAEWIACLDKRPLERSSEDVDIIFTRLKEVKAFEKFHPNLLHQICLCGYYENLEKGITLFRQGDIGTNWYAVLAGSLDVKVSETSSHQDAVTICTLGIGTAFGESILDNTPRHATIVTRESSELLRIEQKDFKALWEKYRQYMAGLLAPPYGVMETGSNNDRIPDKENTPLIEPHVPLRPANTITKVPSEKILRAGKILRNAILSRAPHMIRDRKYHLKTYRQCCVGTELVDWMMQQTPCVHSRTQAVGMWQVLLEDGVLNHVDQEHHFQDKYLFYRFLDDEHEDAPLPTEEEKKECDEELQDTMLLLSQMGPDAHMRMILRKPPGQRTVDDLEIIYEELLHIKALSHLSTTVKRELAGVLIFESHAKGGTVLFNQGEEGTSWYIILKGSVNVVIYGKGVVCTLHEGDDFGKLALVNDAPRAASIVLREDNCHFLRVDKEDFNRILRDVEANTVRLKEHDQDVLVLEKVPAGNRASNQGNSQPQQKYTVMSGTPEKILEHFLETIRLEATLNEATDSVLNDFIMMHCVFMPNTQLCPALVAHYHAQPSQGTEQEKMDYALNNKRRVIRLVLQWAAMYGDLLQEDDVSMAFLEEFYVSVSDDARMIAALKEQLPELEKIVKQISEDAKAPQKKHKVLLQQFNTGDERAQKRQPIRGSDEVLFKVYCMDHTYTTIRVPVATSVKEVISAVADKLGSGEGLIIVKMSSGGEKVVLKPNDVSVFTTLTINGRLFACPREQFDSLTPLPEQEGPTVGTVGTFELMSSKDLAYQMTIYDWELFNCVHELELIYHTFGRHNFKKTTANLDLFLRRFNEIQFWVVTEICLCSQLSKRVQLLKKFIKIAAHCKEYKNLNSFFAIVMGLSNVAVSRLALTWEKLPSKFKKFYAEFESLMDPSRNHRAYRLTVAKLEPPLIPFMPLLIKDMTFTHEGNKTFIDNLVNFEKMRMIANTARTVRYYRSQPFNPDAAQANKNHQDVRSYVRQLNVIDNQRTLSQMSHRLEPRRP
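Each well held 100 nM EPAC2, 250 nM RAP1B-BODIPY-GDP and 50 uM GDP. Fluorescence, read at 5-min intervals to 30 min, was referenced to a 6.5 mM cAMP positive control.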
Abeta yeast res – restores growth of yeast expressing A-beta42 peptide | yeast expressing A-beta42, growth rescue, OD600, 48 h; response scale: 0% DMSO, 100% iron-clioquinol control | Potency, µM (doses to about 46.1 µM), for the others: at the top dose growth rescue, actives largely listed as activators | actives 0.063% (n = 410,000); further: potency means the concentration at half of the fitted maximal effect; nearly all actives have a fitted effect of over 55% in size
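Yeast growth medium received pinned compounds, then yeast cells expressing toxic A-beta were added; plates incubated at 30 C for 48 hr. Growth read as absorbance at 600 nm, normalized to DMSO and equimolar FeCl3 plus clioquinol controls.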
FUS suppressor – suppressors of FUS proteinopathy in yeast; S. cerevisiae FUS-expressing, growth rescue, OD600, 24 h; Potency, µM (highest dose often 76.6 µM), for inactives: at the highest dose growth rescue (activation), actives largely listed as activators; actives 0.24% (n = 390,000); AID 1347120;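 further: potency means the concentration at half of the fitted maximal effect; plate controls were DMSO vehicle for no effect and reference control for full effect; nearly all actives have a fitted effect of over 55% in size; some results filed as inactive show a strong effect at the top dose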
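Galactose (2%) drives FUS expression in yeast precultured in raffinose; seeding density OD 0.005. Test compounds incubated 24hr at 30C and 99% humidity before absorbance at 600 nm was measured.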
DRD3 antagonist – D3 dopamine receptor (human) antagonism; D3R cells, DiscoveRx beta-arrestin luminescence, antagonist mode; active compounds read low; max response, negative = inhibition, %; actives 2.5% (n = 360,000); in the data active means max response below about -50%; inconclusive means no clear call, values can overlap the other calls; further: on the % scale 0 is the no-effect control and ±100 the full control effect; mostly tested at two doses, the higher about 12 µM
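Cells expressing the human receptor were seeded at 1500 cells/well, incubated overnight at 37 degrees C in 5% CO2, then exposed to library compounds with dopamine controls for 90 minutes at 37 degrees C before luminescent detection.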
aSyn rescue – rescues yeast growth from alpha-synuclein toxicity. actives 0.14% (n = 370,000). Yeast expressing alpha-synuclein, growth rescue, BacTiter-Glo, 24 h. Potency, µM (highest dose often 46.1 µM), for inactives: top-dose growth rescue (activation), most hits filed as activators; further: potency means the concentration at half of the fitted maximal effect; % of control where 0% means no effect; nearly all actives have a fitted effect of over 65% in size
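Readout is rescue of growth in alpha-synuclein-expressing yeast, so inhibitors of toxicity appear as activators. Growth after 24 hr at 30 deg C in galactose medium is quantified by luminescence.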
TDP43 rescue – inhibitors of TDP-43 toxicity in yeast. actives 1.8% (n = 410,000). TDP-43 expressing yeast growth rescue, BacTiter-Glo, 24 h. Potency, µM (top dose mostly 46.1 µM), without a hit: top-dose growth rescue (activation), hits mostly activators; further: potency means the concentration at half of the fitted maximal effect; % of control where 0% means no effect; nearly all actives have a fitted effect of over 50% in size
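Galactose-induced TDP-43 yeast, OD600=0.02, compound pinned; 24 hr, 30 deg C; BacTiter-Glo luminescence for growth. Inhibitors of TDP-43 toxicity read as activators.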
EPAC2 antagonist – EPAC2 (human) antagonism. Q8WZA2. EPAC2 GEF exchange of Rap1B-BODIPY-GDP, fluorescence. Potency, µM (highest dose often 114 µM), for the others: top-dose activity, negative = inhibition, usual class: inhibitors. actives 0.18% (n = 360,000). AID 720708; further: potency means the concentration at half of the fitted maximal effect; on the % scale 0 is the no-effect control and ±100 the full control effect; nearly all actives have a fitted effect of over 45% in size; many of its hits are not listed in these tables
Active calls of the source: *; ? = inconclusive; . = not tested or not shown; [ ] = another dose, or the depositor's remark. Unless noted, the call rests on the fitted dose curve; in most records, active means well fitted curve in the direction sought with a large enough effect; inconclusive means small, poorly fitted or top-dose-only effect, or another doubt; inactive means no such curve, though single readings can be large; an effect the other way counts as inactive or inconclusive. An excerpt; count on the stated rates, not on these rows.

Keys – A = DRD3 agonist; B = EPAC2 agonist; C = Abeta yeast res; D = FUS suppressor; E = DRD3 antagonist; F = aSyn rescue; G = TDP43 rescue; H = EPAC2 antagonist
CCOc1ccc(/C=C/C(=O)Nc2ccc(OC)cc2[N+](=O)[O-])cc1
  A: 2; B: -84%[inhibitor]; C: 22%; D: 0%; E: 25; F: -1%; G: 13%; H: 8%

O=C(CSc1nnc(-c2ccco2)o1)NC(=O)Cc1ccccc1
  A: -6; B: 0%; C: -3%; D: -5%; E: -15; F: -2%; G: 1%; H: -14%

N#Cc1ccccc1C[C@H](N)C(=O)NC[C@H]1O[C@@H](n2cnc3c(N)ncnc32)[C@H](O)[C@@H]1O
  A: 1; B: -13%; C: -7%; D: -11%; E: 7; F: -5%; G: 13%; H: ?

COc1ccc(C(=O)Nc2ccc(NC(=O)c3cccs3)cc2)cc1OC
  A: -4; B: .; C: -15%; D: -19%; E: .; F: .; G: 0%; H: .

CN(C)S(=O)(=O)c1ccc(N2CCOCC2)nc1
  A: -10; B: -1%; C: -4%; D: 13%; E: 5; F: -6%; G: -21%; H: -3%

O=C(N/N=C/c1ccc(COc2ccc(Br)cc2)o1)c1ccco1
  A: 4; B: -1%; C: 7%; D: .; E: 1; F: 3%; G: 5%; H: 6%

COc1ccc(-n2c(SCC(=O)Nc3cccc(C)c3C)nc3c([nH]c4ccccc43)c2=O)cc1
  A: -28; B: .; C: -10%; D: 21%; E: .; F: .; G: -2%; H: .

Cc1oc(C(C)(C)C)cc1C(=O)N1CCN(c2ncccc2C(F)(F)F)CC1
  A: 15; B: 2%; C: 28%; D: 26%; E: 21; F: ?; G: 9%; H: -6%

CCOc1ccc(OCC)c(NC(=O)CCSCCc2ccccn2)c1
  A: -7; B: 7%; C: 12%; D: 10%; E: -23; F: -1%; G: -20%; H: -1%

CCCN(Cc1cccs1)C(=O)Nc1ccc(F)c(Cl)c1
  A: 3; B: .; C: ?; D: 2%; E: .; F: .; G: 0%; H: .

CCn1c(CCNC(=O)c2ccco2)nc2ccccc21
  A: 0; B: -5%; C: -3%; D: -4%; E: -16; F: -4%; G: 21%; H: -2%

O=C(COC(=O)c1ncc(Cl)c(Cl)c1Cl)NCc1cccs1
  A: 7; B: 3%; C: -16%; D: 12%; E: -1; F: -2%; G: -10%; H: 4%

Cc1ccccc1CN1CCN(C(=O)c2cccc(F)c2)CC1
  A: 1; B: 2%; C: -9%; D: -5%; E: -64*; F: -3%; G: -6%; H: -2%

O=S(=O)(c1ccc(Br)cc1)N1CCN(Cc2ccco2)CC1
  A: -5; B: 3%; C: 13%; D: 41%; E: 0; F: 0%; G: 0%; H: -1%

COc1ccccc1N1CCN(C2CCCN(C(=O)CN3CCCCC3=O)C2)CC1 (stereo unspecified)
  A: -20; B: 5%; C: 8%; D: .; E: -15; F: -6%; G: -4%; H: 0%

COc1cc(OC)c(C(=O)OCC(=O)NC23CC4CC(CC(C4)C2)C3)cc1OC
  A: -17; B: -4%; C: -23%; D: .; E: 3; F: -23%; G: -7%; H: 25%

O=C(Cn1nc(C(=O)O)c2ccccc2c1=O)c1c[nH]c2ccccc12
  A: -11; B: 13%; C: 1%; D: ?; E: -2; F: 2%; G: 2%; H: -8%

O=C(CCC1CCCN(C(=O)c2ccsc2)C1)NCc1ccc(F)c(F)c1 (stereo unspecified)
  A: 4; B: 0%; C: -12%; D: 9%; E: 3; F: -3%; G: 10%[9.22 µM]; H: 1%

O=C(Nc1ccccc1N1CCOCC1)C1(c2ccc(Cl)cc2)CCC1
  A: 7; B: 10%; C: 31%; D: 25%; E: -15; F: 1%; G: -20%[0.397 µM]; H: ?

Cc1cc(C)cc(NC(=O)N2CCN(C/C=C/c3ccccc3)CC2)c1
  A: 5; B: 1%; C: 5%; D: 7%; E: 0; F: -2%; G: -16%[0.397 µM]; H: -14%

COc1cccc(CNCc2ccco2)c1O
  A: -2; B: 3%; C: -4%; D: -18%; E: -6; F: -2%; G: -5%; H: -8%

O=[N+]([O-])c1ccc(Nc2ccccn2)c([N+](=O)[O-])c1
  A: 3; B: 3%; C: -4%; D: 6%; E: -7; F: -7%; G: -17%[0.397 µM]; H: -4%

Cc1ccc(C)c(OCCC(=O)OCC(=O)NC2CCS(=O)(=O)C2)c1 (stereo unspecified)
  A: 5; B: 2%; C: 1%; D: -7%; E: 11; F: -1%; G: -1%; H: 11%

CCc1nnc(NC(=O)CSc2nc3c(c(=O)n2-c2ccccc2OC)SCC3)s1
  A: -3; B: 1%; C: -11%; D: 17%; E: -12; F: 1%; G: -8%; H: 3%

CC(Nc1cccc2ccccc12)C(=O)N/N=C/c1ccccn1 (stereo unspecified)
  A: -4; B: 14%; C: 1%; D: 22%; E: -29; F: ?; G: -10%; H: -10%

Some of the entries so far, with tabs.
canonical_smiles	DRD3 agonist	EPAC2 agonist	Abeta yeast res	FUS suppressor	DRD3 antagonist	aSyn rescue	TDP43 rescue	EPAC2 antagonist
Cc1ccccc1CN1CCN(C(=O)c2cccc(F)c2)CC1	1	2%	-9%	-5%	-64*	-3%	-6%	-2%
O=[N+]([O-])c1ccc(Nc2ccccn2)c([N+](=O)[O-])c1	3	3%	-4%	6%	-7	-7%	-17%[0.397 µM]	-4%
Cc1oc(C(C)(C)C)cc1C(=O)N1CCN(c2ncccc2C(F)(F)F)CC1	15	2%	28%	26%	21	?	9%	-6%

The list continues:
Keys – A = DRD3 agonist; B = EPAC2 agonist; C = Abeta yeast res; D = FUS suppressor; E = DRD3 antagonist; F = aSyn rescue; G = TDP43 rescue; H = EPAC2 antagonist
CCOC(=O)c1sc(/N=C/N(C)C)nc1C
  A: 3; B: 5%; C: 8%; D: .; E: 9; F: 2%; G: 11%; H: 5%

CCOc1cc2c(cc1OCC)C(c1ccc(OC)c(OC)c1)N(c1ccc(C(=O)O)cc1)C(=O)C2 (stereo unspecified)
  A: -9; B: 0%; C: -15%; D: 16%; E: -21; F: 9%; G: 4%; H: 10%

Cc1cc(C)c2[nH]c(=O)c(CN(Cc3cccs3)C(=S)NCC3CCCO3)cc2c1 (stereo unspecified)
  A: 3; B: -1%; C: 19%; D: .; E: 14; F: -15%; G: -24%; H: 2%

CC(C)c1cccc(OCCCCN(C)C)c1
  A: -19; B: 8%; C: 12%; D: 12%; E: -58*; F: -1%; G: -20%; H: -2%

O=C1CCCC2=C1C(c1ccc(O)cc1)c1c(ccc3ccccc13)N2 (stereo unspecified)
  A: 11; B: 6%; C: -13%; D: 22%; E: -21; F: -2%; G: -9%; H: ?

COC(=O)C1=C(C)N(C)C(=S)NC1c1ccc(OC)cc1OC (stereo unspecified)
  A: -3; B: 9%; C: 1%; D: -8%; E: -1; F: 13%; G: 1%; H: ?

CC(C)c1ccccc1NC(=O)C1C2C=CC(C2)C1C(=O)O (stereo unspecified)
  A: 6; B: 4%; C: 3%; D: -16%; E: 9; F: 0%; G: 0%; H: -2%

Cn1cc([N+](=O)[O-])c(C(=O)Nc2ccn(Cc3c(F)c(F)cc(F)c3F)n2)n1
  A: -23; B: 7%; C: 8%; D: 1%; E: -16; F: -4%; G: -14%; H: 1%

CCOC(=O)c1ccc(NC(=O)CSc2nc3cccnc3n2C)cc1
  A: 3; B: -5%; C: -4%; D: 22%; E: 29; F: -9%; G: 10%; H: -9%

COc1ccc(N=C2SC(CC(=O)Nc3ccc(F)cc3)C(=O)N2Cc2ccco2)cc1 (stereo unspecified)
  A: -1; B: 6%; C: 11%; D: 20%; E: 7; F: 1%; G: -3%; H: -1%

CCCCNC(=O)C1=CC(c2ccc3c(c2)OCO3)=NS(=O)(=O)N1C
  A: 0; B: .; C: -16%; D: -10%; E: .; F: .; G: 0%; H: .

COc1ccc(C(=O)CSc2nc(C)cc(=O)[nH]2)cc1
  A: 1; B: 3%; C: 2%; D: -11%; E: 11; F: -2%; G: 4%; H: 3%

CC1C/C(=N/Nc2ccc([N+](=O)[O-])cc2[N+](=O)[O-])CC(C)(C)C1 (stereo unspecified)
  A: 6; B: -2%; C: 7%; D: 11%; E: 2; F: -2%; G: 2%; H: 7%

CCOC(=O)c1c(NC(=O)CN(C)C2CCN(C)CC2)sc(C(=O)Nc2ccccc2)c1C
  A: -1; B: 7%; C: 7%; D: -9%; E: -7; F: 4%; G: 8%; H: 2%

CCOC(=O)c1ccc(NC(=O)CN(c2ccc(C)cc2)S(=O)(=O)c2c(C)nn(C)c2C)cc1
  A: 1; B: 11%; C: -3%; D: ?; E: 16; F: 1%; G: -14%; H: -15%

Cc1ccc(N2C(=O)N(CC(=O)Nc3ccc(F)c(F)c3)C(=O)C2C)cc1 (stereo unspecified)
  A: 14; B: 4%; C: 11%; D: 7%; E: 4; F: 14%; G: 13%; H: -5%

CCOC(=O)C1(C)CCCCN1C(=O)c1cccc(Cl)c1 (stereo unspecified)
  A: -11; B: -2%; C: -7%; D: -21%; E: -29; F: -8%; G: -1%; H: 2%

CCOc1ccc(OC(=O)c2cn(-c3ccc(C)cc3)c(=O)c3ccccc23)cc1
  A: -5; B: .; C: -7%; D: 5%; E: .; F: .; G: 6%; H: .

CCCCNC(=O)CC1C(=O)N(Cc2ccccc2)C(C)c2nc3ccccc3n21 (stereo unspecified)
  A: 0; B: 12%; C: -14%; D: 25%; E: -7; F: 0%; G: -11%; H: -1%

O=C(CSc1nnc(-c2ccco2)n1Cc1ccco1)NCc1ccccc1
  A: 1; B: 5%; C: 5%; D: 11%; E: 3; F: 2%; G: 4%; H: 6%

CC(=O)Nc1ccc(NCN2C(=O)C3C4CCC(C4)C3C2=O)cc1 (stereo unspecified)
  A: 1; B: -3%; C: 1%; D: 7%; E: 6; F: 4%; G: 25µM*; H: 10%

O=C1C(Cl)=C(NCC2CCCO2)C(=O)N1c1ccccc1 (stereo unspecified)
  A: 1; B: 13%; C: -7%; D: 0%; E: 6; F: -2%; G: 21%; H: -4%

N#Cc1ccc(-c2cccc3nccn23)cc1
  A: 5; B: -7%; C: -9%; D: -25%; E: 15; F: 0%; G: 13%; H: -5%

Cc1cccc(-c2nc(S(=O)(=O)c3ccc(F)cc3)c(N3CCN(c4ccccc4)CC3)o2)c1
  A: -7; B: .; C: -19%; D: -24%; E: .; F: .; G: 1%; H: .

Some entries already given with just DRD3 antagonist and EPAC2 agonist.
SMILES,DRD3 antagonist,EPAC2 agonist
Cc1ccc(C)c(OCCC(=O)OCC(=O)NC2CCS(=O)(=O)C2)c1 (stereo unspecified),11,2%
CCc1nnc(NC(=O)CSc2nc3c(c(=O)n2-c2ccccc2OC)SCC3)s1,-12,1%
CC(Nc1cccc2ccccc12)C(=O)N/N=C/c1ccccn1 (stereo unspecified),-29,14%
